Assay outcomes (PubChem)
NSD2 inh: inhibitors of human NSD2 methyltransferase. O96028. NSD2-SET H3K36me1 DELFIA fluorescence, biochemical. inhibition, % at 12.5 µM. hit rate 0.07% among 44,000. AID 624260; in the data active = inhibition above about 54%, passing the limit was not always enough; inconclusive = no clear call, values can overlap the other calls;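 also: inhibitors reduce the monomethyl H3K36 fluorescence signal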
Target sequence (O96028 whole entry, looked up): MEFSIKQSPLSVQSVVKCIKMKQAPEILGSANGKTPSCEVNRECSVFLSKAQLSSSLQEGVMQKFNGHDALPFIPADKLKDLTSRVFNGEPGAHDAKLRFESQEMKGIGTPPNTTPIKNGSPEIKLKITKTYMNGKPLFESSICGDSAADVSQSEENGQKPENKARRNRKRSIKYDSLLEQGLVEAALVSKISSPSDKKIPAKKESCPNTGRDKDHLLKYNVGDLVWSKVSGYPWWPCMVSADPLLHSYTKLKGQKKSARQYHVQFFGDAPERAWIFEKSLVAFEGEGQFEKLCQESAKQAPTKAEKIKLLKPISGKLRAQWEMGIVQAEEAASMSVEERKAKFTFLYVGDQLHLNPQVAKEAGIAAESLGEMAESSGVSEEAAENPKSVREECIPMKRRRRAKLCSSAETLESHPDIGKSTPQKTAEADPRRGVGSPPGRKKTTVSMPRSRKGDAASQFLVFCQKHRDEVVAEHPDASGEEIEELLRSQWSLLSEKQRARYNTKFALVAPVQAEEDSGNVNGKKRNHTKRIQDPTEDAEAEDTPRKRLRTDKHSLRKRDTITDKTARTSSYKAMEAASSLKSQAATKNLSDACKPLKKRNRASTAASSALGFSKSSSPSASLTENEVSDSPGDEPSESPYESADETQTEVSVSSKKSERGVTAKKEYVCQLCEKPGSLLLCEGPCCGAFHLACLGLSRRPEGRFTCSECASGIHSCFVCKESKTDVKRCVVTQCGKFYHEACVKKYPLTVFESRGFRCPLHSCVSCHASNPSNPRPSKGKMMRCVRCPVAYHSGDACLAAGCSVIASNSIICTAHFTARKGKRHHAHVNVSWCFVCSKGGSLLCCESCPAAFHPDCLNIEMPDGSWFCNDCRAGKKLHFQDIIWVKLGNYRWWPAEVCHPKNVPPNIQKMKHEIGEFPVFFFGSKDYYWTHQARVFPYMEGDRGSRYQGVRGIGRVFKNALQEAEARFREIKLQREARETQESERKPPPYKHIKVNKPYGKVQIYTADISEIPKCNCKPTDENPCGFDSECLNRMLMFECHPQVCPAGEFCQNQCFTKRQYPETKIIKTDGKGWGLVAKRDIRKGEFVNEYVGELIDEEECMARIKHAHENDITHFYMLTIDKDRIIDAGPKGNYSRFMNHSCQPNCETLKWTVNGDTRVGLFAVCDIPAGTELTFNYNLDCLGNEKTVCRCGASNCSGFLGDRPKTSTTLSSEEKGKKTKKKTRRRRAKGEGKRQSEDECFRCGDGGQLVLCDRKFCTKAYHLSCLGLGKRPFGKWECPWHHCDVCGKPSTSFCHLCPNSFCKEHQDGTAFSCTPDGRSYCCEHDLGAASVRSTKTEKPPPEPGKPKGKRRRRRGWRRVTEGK
Numbers without * were called inactive; ? = inconclusive.

The first 4 entries as a preview:
smiles	NSD2 inh
C[C@H]1CN([C@@H](C)CO)C(=O)Cc2cc(NS(=O)(=O)c3ccc(Cl)cc3)ccc2O[C@@H]1CN(C)Cc1ccc2c(c1)OCO2	-12
COC(=O)C1=C(C)NC(C)=C(C(=O)OCCCN2CCC(c3ccccc3)(c3ccccc3)CC2)[C@H]1c1cccc([N+](=O)[O-])c1	17
Cc1ccc(S(=O)(=O)N[C@@H](Cc2ccccc2)C(=O)NCCCN=[N+]=[N-])cc1	3
C[C@H]1CCCCO[C@@H](CN(C)Cc2ccncc2)[C@@H](C)CN([C@@H](C)CO)C(=O)c2cc(NS(=O)(=O)c3ccc(F)cc3)ccc2O1	3

Main list (from the top)
smiles	NSD2 inh
C[C@H]1CN([C@@H](C)CO)C(=O)Cc2cc(NS(=O)(=O)c3ccc(Cl)cc3)ccc2O[C@@H]1CN(C)Cc1ccc2c(c1)OCO2	-12
COC(=O)C1=C(C)NC(C)=C(C(=O)OCCCN2CCC(c3ccccc3)(c3ccccc3)CC2)[C@H]1c1cccc([N+](=O)[O-])c1	17
Cc1ccc(S(=O)(=O)N[C@@H](Cc2ccccc2)C(=O)NCCCN=[N+]=[N-])cc1	3
C[C@H]1CCCCO[C@@H](CN(C)Cc2ccncc2)[C@@H](C)CN([C@@H](C)CO)C(=O)c2cc(NS(=O)(=O)c3ccc(F)cc3)ccc2O1	3
Cc1cccc(CN(C)C[C@@H]2Oc3ncc(-c4ccc(F)cc4)cc3C(=O)N([C@H](C)CO)C[C@@H]2C)c1	10
COCC#Cc1ccc2c(c1)O[C@@H](CN(C)S(C)(=O)=O)[C@@H](C)CN([C@H](C)CO)S2(=O)=O	21
C[C@@H]1CN([C@H](C)CO)C(=O)c2cc(NS(C)(=O)=O)ccc2O[C@@H]1CN(C)Cc1ccc(C(=O)Nc2ccccc2N)cc1	-3
C[C@H](CO)N1C[C@H](C)[C@@H](CN(C)C(=O)C2CCCCC2)OCCCC[C@H](C)Oc2ccc(NC(=O)Nc3ccc(C(F)(F)F)cc3)cc2C1=O	-11
COc1c2c(cc3oc(CO[C@@H]4O[C@H](CO)[C@@H](O)[C@H](O)[C@H]4O)cc(=O)c13)OC(C(C)(C)O)C2 (stereo partly drawn)	-3
C[C@H](CO)N1C[C@H](C)[C@H](CN(C)S(=O)(=O)c2ccc(Cl)cc2)Oc2c(NC(=O)C3CCOCC3)cccc2C1=O	1
CC(C)NC(=O)N(C)C[C@H]1Oc2cc(C#C[C@H](C)O)ccc2S(=O)(=O)N([C@H](C)CO)C[C@H]1C	-1
C[C@@H]1CN([C@H](C)CO)C(=O)c2cc(NC(=O)CCN3CCOCC3)ccc2O[C@H]1CN(C)S(=O)(=O)c1cccs1	6
C/C=C/c1ccc2c(c1)O[C@@H](CN(C)Cc1ccc(C(=O)O)cc1)[C@H](C)CN([C@@H](C)CO)S2(=O)=O	2
C[C@@H]1CN([C@H](C)CO)C(=O)CCCn2nncc2CO[C@H]1CN(C)C(=O)Nc1ccc2c(c1)OCCO2	0
C[C@@H]1CN([C@@H](C)CO)C(=O)c2cc(NC(=O)c3ccncc3)ccc2O[C@@H]1CN(C)Cc1ccc2c(c1)OCO2	2
C[C@@H]1CN([C@@H](C)CO)C(=O)c2cc(NC(=O)Nc3ccc(C(F)(F)F)cc3)ccc2O[C@H]1CN(C)Cc1ccc(C(=O)Nc2ccccc2N)cc1	2
Cc1noc(C)c1NC(=O)Nc1ccc2c(c1)CC(=O)N([C@@H](C)CO)C[C@H](C)[C@H](CN(C)Cc1ccc(Cl)c(Cl)c1)O2	-5
C[C@H]1CN([C@@H](C)CO)C(=O)Cc2cc(NC(=O)NC3CCCCC3)ccc2O[C@H]1CN(C)S(=O)(=O)c1cn(C)cn1	0
O=C(C[C@H]1C[C@H]2c3cc(NC(=O)c4ccc5c(c4)OCO5)ccc3O[C@H]2[C@H](CO)O1)NCc1ccccn1	5
COCC#Cc1cnc2c(c1)C(=O)N([C@@H](C)CO)C[C@@H](C)[C@H](CN(C)C(=O)Cc1cccnc1)O2	3

Some of the entries above in another layout.
> C[C@H]1CN([C@@H](C)CO)C(=O)Cc2cc(NC(=O)NC3CCCCC3)ccc2O[C@H]1CN(C)S(=O)(=O)c1cn(C)cn1
  NSD2 inh = 0
> Cc1noc(C)c1NC(=O)Nc1ccc2c(c1)CC(=O)N([C@@H](C)CO)C[C@H](C)[C@H](CN(C)Cc1ccc(Cl)c(Cl)c1)O2
  NSD2 inh = -5
> COCC#Cc1cnc2c(c1)C(=O)N([C@@H](C)CO)C[C@@H](C)[C@H](CN(C)C(=O)Cc1cccnc1)O2
  NSD2 inh = 3

Other records.
smiles	NSD2 inh
CCCNC(=O)N(C)C[C@H]1Oc2cc(-c3ccncc3)ccc2S(=O)(=O)N([C@@H](C)CO)C[C@@H]1C	4
Cc1ccc(S(=O)(=O)N(C)C[C@H]2Oc3ccc(NS(=O)(=O)c4cn(C)cn4)cc3C(=O)N([C@H](C)CO)C[C@H]2C)cc1	1
CC(C)NC(=O)N(C)C[C@H]1Oc2cc(C#CCN(C)C)ccc2S(=O)(=O)N([C@@H](C)CO)C[C@H]1C	2
Cc1noc(C)c1S(=O)(=O)Nc1ccc2c(c1)C(=O)N([C@@H](C)CO)C[C@H](C)[C@H](CN(C)C(=O)Nc1ccccc1)OCCCC[C@H](C)O2	?
COc1ccc(S(=O)(=O)N(C)C[C@@H]2Oc3ccc(NS(=O)(=O)c4ccc(Cl)cc4)cc3CC(=O)N([C@@H](C)CO)C[C@H]2C)cc1	0
Cc1noc(C)c1NC(=O)N(C)C[C@H]1Oc2c(NC(=O)c3nc4ccccc4s3)cccc2C(=O)N([C@@H](C)CO)C[C@H]1C	0
COc1ccc(/C=C2\Oc3cc(O)cc(O)c3C2=O)cc1O	-2
C[C@@H]1CN([C@H](C)CO)C(=O)c2cc(NS(=O)(=O)c3ccc(F)cc3)ccc2O[C@H]1CN(C)C	-2
CC1=CCC(C(C)(C)O[C@@H]2O[C@H](C)[C@@H](O)[C@H](O)[C@H]2O)CC1 (stereo partly drawn)	-3
CCC(=O)N(C)C[C@@H]1Oc2cc(/C=C/c3ccccc3)ccc2S(=O)(=O)N([C@@H](C)CO)C[C@@H]1C	-3
C/C=C/c1ccc2c(c1)O[C@@H](CN(C)Cc1cccnc1)[C@H](C)CN([C@@H](C)CO)S2(=O)=O	0
COc1ccc(C#Cc2cnc3c(c2)C(=O)N([C@@H](C)CO)C[C@H](C)[C@@H](CN(C)C(=O)c2ccccc2F)O3)cc1	7
C[C@@H]1CN([C@@H](C)CO)C(=O)CCCn2nncc2CO[C@@H]1CN(C)C(=O)Nc1ccc(F)cc1	2
C[C@@H]1CN([C@H](C)CO)S(=O)(=O)c2ccc(C#Cc3cccc(F)c3)cc2O[C@@H]1CN(C)C(=O)NC1CCCCC1	-5
CCCNC(=O)N(C)C[C@@H]1Oc2cc(-c3ccc(C)cc3)ccc2S(=O)(=O)N([C@@H](C)CO)C[C@H]1C	0
NC(=O)COc1ccc(/C=N/NC(=O)c2ccc(C(=O)NO)cc2)cc1	7
O=C(C1=C[C@H](c2ccc(Br)cc2)C[C@H](OCc2ccc(CO)cc2)O1)N1CCN(Cc2ccc3c(c2)OCO3)CC1	3
C[C@H](CO)N1C[C@H](C)[C@@H](CN(C)C(=O)CC2CC2)Oc2ncc(C#CCC3CCCC3)cc2C1=O	-2
C[C@H](CO)N1C[C@H](C)[C@@H](CN(C)S(=O)(=O)c2ccccc2)Oc2ccc(NC(=O)CCN3CCOCC3)cc2C1=O	-3
CC(=O)N(C)C[C@H]1Oc2ncc(C#Cc3ccccc3F)cc2C(=O)N([C@H](C)CO)C[C@H]1C	1
COc1ccc(Br)cc1/C=N/NC(=O)CCCCCCC(=O)Nc1ccccc1O	1
CC(C)CC#Cc1cnc2c(c1)C(=O)N([C@@H](C)CO)C[C@@H](C)[C@@H](CN(C)S(=O)(=O)c1cn(C)cn1)O2	3
C[C@H]1CN([C@@H](C)CO)C(=O)c2cc(NC(=O)CCCCCC(=O)Nc3ccccc3N)ccc2O[C@@H]1CN(C)C(=O)NC1CCCCC1	-2
C[C@@H]1CN([C@@H](C)CO)S(=O)(=O)c2ccc(-c3cccc(C#N)c3)cc2O[C@@H]1CN(C)C(=O)c1ccccc1	1
C[C@@H]1CN([C@H](C)CO)C(=O)c2cc(NC(=O)CCC(F)(F)F)ccc2O[C@@H](C)CCCCO[C@@H]1CN(C)S(=O)(=O)c1cn(C)cn1	3
C[C@@H]1CN([C@H](C)CO)S(=O)(=O)c2ccc(Br)cc2O[C@@H]1CN(C)CC1CC1	1
C[C@@]12C[C@]3(O)O[C@H](O1)[C@]1(COC(=O)c4ccccc4)[C@H]3C[C@@]12O[C@@H]1O[C@H](CO)[C@@H](O)[C@H](O)[C@H]1O	-1
C[C@H]1CN([C@@H](C)CO)C(=O)c2cc(-c3cncnc3)cnc2O[C@@H]1CN(C)C(=O)CN1CCOCC1	6
CC(C)NC(=O)Nc1ccc2c(c1)C(=O)N([C@H](C)CO)C[C@@H](C)[C@@H](CN(C)C(=O)CCCN(C)C)OCCCC[C@@H](C)O2	5
C/C=C/c1ccc2c(c1)O[C@H](CN(C)C(=O)c1ccncc1)[C@@H](C)CN([C@@H](C)CO)S2(=O)=O	0
CC(C)NC(=O)N(C)C[C@@H]1Oc2ccc(NS(=O)(=O)c3ccc(Cl)cc3)cc2CC(=O)N([C@H](C)CO)C[C@H]1C	8
Cc1ccc(-c2ccc3c(c2)O[C@@H](CN(C)C(=O)NC(C)C)[C@@H](C)CN([C@@H](C)CO)S3(=O)=O)cc1	-4
C[C@@H]1CCCCO[C@@H](CN(C)S(=O)(=O)c2ccc(F)cc2)[C@H](C)CN([C@@H](C)CO)C(=O)c2cc(NC(=O)Nc3ccc(C(F)(F)F)cc3)ccc2O1	-1
Cc1noc(C)c1S(=O)(=O)Nc1ccc2c(c1)CC(=O)N([C@@H](C)CO)C[C@@H](C)[C@@H](CN(C)Cc1ccc(Oc3ccccc3)cc1)O2	-7
Cc1ccc(S(=O)(=O)N(C)C[C@@H]2Oc3ccc(NS(C)(=O)=O)cc3C(=O)N([C@@H](C)CO)C[C@H]2C)cc1	-2
Cc1ccc(S(=O)(=O)N(C)C[C@@H]2Oc3ccc(NS(=O)(=O)c4ccccc4)cc3C(=O)N([C@H](C)CO)C[C@H]2C)cc1	0
C[C@@H]1CCCCO[C@H](CN(C)CC2CC2)[C@H](C)CN([C@@H](C)CO)C(=O)c2cc(N(C)C)ccc2O1	-5
C[C@H]1CN([C@@H](C)CO)S(=O)(=O)c2ccc(-c3ccncc3)cc2O[C@H]1CN(C)C(=O)Nc1ccc(F)cc1	-3
Cc1ccc(S(=O)(=O)N(C)C[C@H]2Oc3ccc(NS(=O)(=O)c4c(C)noc4C)cc3C(=O)N([C@H](C)CO)C[C@H]2C)cc1	4
COc1ccc2c(c1)c(=O)oc1cc(O)ccc12	3
Cc1ccc(-c2ccc3c(c2)O[C@H](CN(C)C(=O)NC(C)C)[C@@H](C)CN([C@@H](C)CO)S3(=O)=O)cc1	13
C[C@@H]1CN([C@H](C)CO)C(=O)Cc2cc(NC(=O)Cn3cnnn3)ccc2O[C@@H]1CN(C)S(=O)(=O)c1ccc(Cl)cc1	-4
C[C@H](CO)N1C[C@H](C)[C@H](CN(C)S(=O)(=O)c2cccc(F)c2)Oc2ncc(-c3ccc(F)cc3)cc2C1=O	-5
COc1ccc(NC(=O)N(C)C[C@H]2Oc3c(NC(=O)Nc4ccc(C(F)(F)F)cc4)cccc3C(=O)N([C@H](C)CO)C[C@H]2C)cc1	0
CNC[C@H]1OCCCC[C@@H](C)Oc2ccc(NC(=O)CCC(F)(F)F)cc2C(=O)N([C@H](C)CO)C[C@H]1C	12
CN(C)CC(=O)Nc1ccc2c(c1)[C@H]1C[C@@H](CC(=O)N3CCc4ccccc4C3)O[C@H](CO)[C@H]1O2	-6
C[C@@H]1CN([C@H](C)CO)C(=O)Cc2cc(NC(=O)CCC(F)(F)F)ccc2O[C@@H]1CN(C)Cc1ccc(C(=O)Nc2ccccc2N)cc1	-7
O=C(N/N=C/c1ccc2ccccc2c1)c1ccccn1	-2
C[C@@H]1CN([C@@H](C)CO)C(=O)c2cc(NC(=O)Cc3cn(C)c4ccccc34)ccc2O[C@H]1CN(C)S(C)(=O)=O	3
C[C@@H]1CN([C@@H](C)CO)C(=O)Cc2cc(NS(=O)(=O)c3ccc(Cl)cc3)ccc2O[C@H]1CN(C)S(=O)(=O)c1cn(C)cn1	5

(further entries)
smiles	NSD2 inh
C[C@H](CO)N1C[C@H](C)[C@H](CN(C)C(=O)CCC(F)(F)F)OCCCC[C@H](C)Oc2ccc(NC(=O)NC3CCCCC3)cc2C1=O	0
COc1ccc(S(=O)(=O)N(C)C[C@H]2Oc3ccc(NC(=O)CCC(F)(F)F)cc3CC(=O)N([C@H](C)CO)C[C@H]2C)cc1	-2
O=[N+]([O-])c1ccccc1/C=C/c1ccncc1	0
C[C@H](CO)N1C[C@H](C)[C@@H](CN(C)C(=O)Nc2ccc3c(c2)OCO3)OCCCC[C@H](C)Oc2ccc(NS(=O)(=O)c3ccc(F)cc3)cc2C1=O	-1
Cc1ccc(-c2ccc3c(c2)O[C@@H](CN(C)C(=O)NC(C)C)[C@@H](C)CN([C@H](C)CO)S3(=O)=O)cc1	-2
C[C@@H]1CN([C@@H](C)CO)C(=O)c2cc(NC(=O)NC3CCCCC3)ccc2O[C@@H]1CN(C)Cc1ccc(Oc2ccccc2)cc1	-3
Cc1noc(C)c1NC(=O)Nc1ccc2c(c1)C(=O)N([C@H](C)CO)C[C@@H](C)[C@@H](CN(C)S(=O)(=O)c1ccccc1)OCCCC[C@@H](C)O2	-2

Not all compounds are listed; rates above refer to the full screens.
